High-throughput results from PubChem.
IEC-6 cytotox = counter-screen for KLF5 inhibitors: cytotoxicity in IEC-6 cells | 290,000 compounds, 0.78% hits | AID 1825 | IEC-6 cytotoxicity, luminescence viability | inhibition, % at 5 µM; in the data active means inhibition above about 22%;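 further: 0% = plate median of test compound wells and 100% = cytotoxic reference compound wells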
AI-2 QS modul = modulates the Vibrio harveyi AI-2 quorum sensing system. Vibrio harveyi JMH597 AI-2 luminescence/OD600 ratio, 9 h; hits give low values; strain lacks LuxN and CqsS sensors; 0 = neutral-control median. 300,000 compounds, 0.4% hits. activity change, % at 7.5 µM; in the data active means activity change below about -75%, passing the limit was not always enough; inconclusive means no clear call, values can overlap the other calls;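 further: luminescence divided by OD600 gain over 9 h not by final OD600 alone; inactives centre near 13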
PolyA inhibitor = yeast polyadenylation inhibition | calls only at 12 µM | 300,000 compounds, 0.02% hits | S. cerevisiae SKY197-pL101 polyadenylation reporter, beta-gal luminescence; efflux-impaired pdr1/pdr3 knockout yeast; score 100 = 6 SD above DMSO;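 active means lowest replicate activity score at least 50, where 100 means six control SD above control mean; inconclusive means lowest score under 50 but half or more replicates reach 50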;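 further: yeast exposed to compound for 9 h at 30 °C; higher score means more reporter readthrough which indicates perturbed polyadenylation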
HSF1 inh = HSF1 inhibition; activity change, negative = inhibition, % at 7.5 µM (by protocol); 300,000 compounds, 0.77% hits; NIH3T3-HGL HSE-luciferase, MG132-induced, luminescence 8 h; hits give low values;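 active means more than half of replicate wells show activity change below -50%, luminescence cut by over half; inconclusive means some wells, but at most half, below -50%; inactive means no replicate well below -50%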;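 further: luciferase reports HSF-1 transcriptional activity via heat shock element; 0% = median of DMSO wells and -100% = zero luminescence signal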
GSK3B inh = inhibitors of human GSK3beta kinase; P49841; GST-GSK3beta kinase, ADP-Glo luminescence, 60 min; hits give low values; activity score (negative = inhibition), % at 10 µM; 300,000 compounds, 0.038% hits;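 active means more than half of replicate wells score below -50%, meaning over 50% inhibition versus plate controls; inconclusive means some replicates but at most half score below -50%; inactive means no replicate scores below -50%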;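 further: 0% = median DMSO wells and -100% = median GW8510 positive control wells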
Target sequence (P49841 whole entry, looked up): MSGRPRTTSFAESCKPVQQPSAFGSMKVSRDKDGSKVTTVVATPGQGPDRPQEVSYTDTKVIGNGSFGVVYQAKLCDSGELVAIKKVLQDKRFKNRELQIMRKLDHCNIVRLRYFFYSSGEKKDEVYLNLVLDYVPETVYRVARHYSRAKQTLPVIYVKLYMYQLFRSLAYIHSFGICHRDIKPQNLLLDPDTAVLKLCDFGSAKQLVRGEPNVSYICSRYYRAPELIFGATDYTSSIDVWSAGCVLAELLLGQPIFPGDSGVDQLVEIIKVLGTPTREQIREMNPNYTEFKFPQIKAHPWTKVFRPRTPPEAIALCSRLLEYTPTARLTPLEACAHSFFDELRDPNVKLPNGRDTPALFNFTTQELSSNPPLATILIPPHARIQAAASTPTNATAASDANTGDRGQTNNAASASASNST
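Test system: GST-tagged human GSK3beta kinase, cell-free; evaluation: activity score scaled between in-plate DMSO and GW8510 controls; measured by: ADP-Glo luminescence; incubation: 60 min reaction, RT; benchmarks: DMSO and 20 µM GW8510; reagent: peptide substrate plus 25 µM ATP (final); medium: Tris/MgCl2 kinase buffer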
HSP90 refold inh = blocks HSP90-mediated luciferase refolding in reticulocyte lysate. Rabbit reticulocyte lysate, luciferase refolding luminescence, 3 h. inhibition, % at 5.6 µM. 290,000 compounds, 0.91% hits;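 active means inhibition above the screen-wide mean plus 3 SD, computed separately per campaign, cut at about 16% in these data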;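 further: 0% = DMSO wells and 100% = 60 µM geldanamycin wells; inhibitors lower the luminescence because luciferase stays unfolded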
HSF-1 act = increases HSF-1 driven luciferase reporter signal. NIH3T3-HGL HSF-1 luciferase reporter, MG132, 8 h; 100% = twice DMSO control signal. activation, % at 9 µM. 300,000 compounds, 1.7% hits. AID 504408;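 active means mean replicate activation of at least 50% with a set share of replicates each reaching 50%; inconclusive means only one of those two conditions met; inactive means mean below 50% and too few replicates reaching it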;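 further: 0% = median of the neutral control wells and 100% = twice that signal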
GSK3A inh = blocks human GSK-3 alpha kinase; P49840; ADP-Glo luminescence, 60 min; inhibition, % at 10 µM; 320,000 compounds, 0.1% hits; AID 2650;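 in the data active means inhibition above about 50%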;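 further: GST-tagged GSK-3 alpha with peptide substrate and 25 µM ATP; 0% = DMSO neutral wells and 100% = GW8510 positive control wells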
Target sequence (P49840 whole entry, looked up): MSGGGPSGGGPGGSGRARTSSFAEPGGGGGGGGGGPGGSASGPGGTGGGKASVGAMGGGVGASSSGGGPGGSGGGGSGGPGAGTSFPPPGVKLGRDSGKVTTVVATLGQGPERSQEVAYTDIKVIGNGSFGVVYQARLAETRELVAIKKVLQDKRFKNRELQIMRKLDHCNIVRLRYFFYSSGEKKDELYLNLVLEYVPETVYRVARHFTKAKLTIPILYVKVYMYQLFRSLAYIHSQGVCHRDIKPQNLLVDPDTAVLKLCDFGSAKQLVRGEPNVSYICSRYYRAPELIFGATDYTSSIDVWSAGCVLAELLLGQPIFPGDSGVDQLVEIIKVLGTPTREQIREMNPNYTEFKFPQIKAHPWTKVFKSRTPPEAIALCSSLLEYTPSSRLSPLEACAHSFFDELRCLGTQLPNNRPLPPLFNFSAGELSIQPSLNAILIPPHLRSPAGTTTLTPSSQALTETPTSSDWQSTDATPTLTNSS
KLF5 inhibitor = kruppel-like factor 5 inhibition; DLD-1 KLF5 promoter-luciferase reporter, luminescence; inhibition, % at 5 µM; 290,000 compounds, 0.23% hits;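 active means inhibition above a per-plate limit of that plate's mean compound inhibition plus 3 SD, cut at about 60% in these data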;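 further: 0% = DMSO wells and 100% = LY294002 at 200 µM; higher means less KLF5 promoter-driven luciferase light; inactives centre near -14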
aSyn 5UTR inh = 5' untranslated region of α-synuclein, MLPCN primary screen | 300,000 compounds, 0.82% hits | inhibition, % (tested at 7.5 µM) | alpha-synuclein 5'UTR reporter, inhibitor activity | AID 1813; in the data active means inhibition above about 60%; inconclusive means no clear call, values can overlap the other calls;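 further: H4 neuroglioblastoma cells stably carrying SNCA 5'UTR luciferase fusion; 0% = DMSO wells and 100% = positive control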
Numbers without * were called inactive; i = inactive; ? = inconclusive; nt = no result given.

#	canonical_smiles	IEC-6 cytotox	AI-2 QS modul	PolyA inhibitor	HSF1 inh	GSK3B inh	HSP90 refold inh	HSF-1 act	GSK3A inh	KLF5 inhibitor	aSyn 5UTR inh
1	Cc1cccn2cc(CNC(=O)c3ccco3)nc12	-6	22	i	-1	3	-1	6	0	-39	-6
2	COc1cccc(-c2csc(N3CCN(CC(=O)NNC(=O)c4ccc(Br)cc4)CC3)n2)c1	6	2	i	-2	-1	1	12	0	-7	-22
3	Cc1c(/C(O)=C2/C(=O)C(=O)N(Cc3cccnc3)C2c2ccccn2)cnn1-c1ccccc1 (stereo unspecified)	-8	-3	i	-76*	0	75*	-80	0	31	-26
4	CC/C(C)=N/N1C(=O)c2ccccc2NC1(C)CC (stereo unspecified)	1	7	i	16	-2	-2	19	-1	-37	9
5	CC(Sc1nc2ccccc2c(=O)[nH]1)C(=O)O (stereo unspecified)	0	5	i	-3	2	3	-5	-1	-15	-49
6	CCOc1ccc(NC(=S)N/N=C(\C)Cc2ccc(OC)cc2)cc1	2	-3	i	-22	1	3	-35	2	-1	-45
7	COc1ccc(C(=O)NCc2ccccc2OC)cc1	-6	13	i	1	2	2	-9	-2	-40	-10
8	CCOc1ccc(N=C2NC(=O)C(CC(=O)Nc3ccccc3)S2)cc1 (stereo unspecified)	2	7	i	-4	4	1	-9	-6	5	23
9	Cc1cc2occ(CC(=O)OCC(=O)Nc3sc4c(c3C#N)CCC(C)C4)c2cc1C (stereo unspecified)	-5	20	i	-2	1	-3	10	-1	-19	-36
10	CCN1CCN(C(=S)Nc2ccccc2Cl)CC1	-6	28	i	-5	0	-3	9	8	-22	3
11	CCc1cc(Br)ccc1NC(=S)NCCc1ccccc1	-4	29	nt	nt	1	-2	nt	nt	-23	nt
12	Cc1c(NC(=O)c2cnc(Cl)c(Cl)c2)c(=O)n(-c2ccccc2)n1C	3	nt	i	2	nt	-1	16	2	-19	-18
13	O=S(=O)(O)c1cccnc1SCc1ccccc1	nt	-14	i	2	-9	nt	32	-4	nt	-16
14	Cc1ccc(-c2ocnc2C(=O)Nc2nc(C)cs2)cc1	8	1	i	2	-6	1	-3	1	-52	-91
15	O=C(O)[C@H]1Cc2ccccc2CN1S(=O)(=O)c1ccc(F)cc1	4	8	i	-4	-1	-2	-6	-3	-24	11
16	O=C(NCc1cccc(F)c1)c1noc2c1CCCC2	11	-7	i	23	-3	-1	?	-2	-5	-13
17	CCOc1ccc2nc(NC(=O)C3CCCN(S(=O)(=O)c4cccc5nonc45)C3)sc2c1 (stereo unspecified)	-4	2	i	6	-3	-2	32	1	-1	-17
18	O/N=C(\COc1ccccc1O)c1ccccc1	0	7	i	30	0	-2	46	-1	1	10
19	COc1ccc(CCN=c2c([N+](=O)[O-])nn(-c3cccc(C)c3)n2O)cc1OC	2	26	i	1	0	-3	3	-2	8	12
20	C1CSC2(N1)C1CC3CC2CC(C1)C31NCCS1 (stereo unspecified)	-1	2	i	-6	-6	-2	-8	5	-16	-12
21	CC(=O)N1SC(N)=NC1c1ccccc1 (stereo unspecified)	-1	28	i	0	-4	-1	9	0	-1	20
22	O=C(CSCc1ccc(F)cc1)Nc1ccc(F)cc1	-9	21	i	-3	2	-6	10	-5	-22	-76
23	COc1cc(OC)nc(NC(=O)C(C)C)n1	-3	16	i	-8	-1	0	11	-4	-20	-25
24	Cc1cc(NC(=O)c2ccccc2)ccc1NC(=O)Cc1ccccc1	1	8	i	7	0	10	-2	nt	-29	-13
25	O=C(O)COc1ccc(Oc2ccccc2)cc1	1	63	i	-7	-1	0	-13	-1	-3	9
26	CC(=O)c1ccc(S(=O)(=O)Nc2ccc(-c3cn4c(n3)SCC4)cc2)cc1	-5	25	i	1	2	-2	4	-1	-18	-10
27	Cc1cccc(-n2c(N)c(C(=O)NCCN3CCOCC3)c3nc4ccccc4nc32)c1	4	13	i	-5	-3	-2	4	13	-9	-83
28	Clc1ccc2nc(N3CCCCC3)[nH]c2c1	4	21	i	19	-2	0	29	-2	-166	-123
29	COC(=O)CCCCCCCCCCN1CCCCC1	-1	14	i	-6	2	-2	-15	1	-30	-28
30	CCCC(C)C(=O)OCC(=O)NCc1ccc(OC)c(OC)c1 (stereo unspecified)	-8	23	i	1	0	5	4	-3	-51	25
31	CNC(=O)c1c(NC(=O)CCS(=O)(=O)c2ccccc2)sc2c1CCN(C(=O)OC)C2	nt	35	i	0	-1	nt	-8	1	nt	12
32	O=C(Oc1ccc(NC2=C(Cl)C(=O)c3ccccc3C2=O)cc1)c1ccc([N+](=O)[O-])cc1	-4	20	i	26	-3	0	16	nt	-50	-109
33	NC(=O)c1ccc(NC(=O)CSc2nnc(-c3cccnc3)n2Cc2ccco2)cc1	-8	27	i	4	1	-6	2	1	-11	-14
34	COC(=O)c1ccccc1SCc1csc(C)n1	-3	19	i	-2	-1	2	-7	-2	-50	10
35	O=C(Cc1c(F)cccc1Cl)Nc1nccs1	3	3	i	-7	-4	11	-2	4	1	5
36	O=C(O)/C=C/C(=O)N1CCN(c2cccc(Cl)c2)CC1	-3	-3	nt	10	1	-2	-19	-2	-20	10
37	COc1ccc(NC(=O)CS(=O)(=O)Cc2ccccc2)c([N+](=O)[O-])c1	7	35	i	19	1	6	24	11	-26	-50
38	CC1=C(C(=O)OC(C)C)C2(O)C(=O)c3ccccc3C2(O)N1 (stereo unspecified)	3	7	i	-9	0	6	12	-2	3	-5
39	CN(C)S(=O)(=O)c1cc(NC(=O)COC(=O)c2ccc3c(c2)OCO3)ccc1Cl	-9	nt	nt	nt	nt	0	nt	-2	-7	nt
40	Cc1ccc(S(=O)(=O)Nc2cc(-c3ccccc3)nn2C)cc1	-9	0	i	7	2	-1	33	-2	-28	25
41	c1csc(CNc2nc3ccccc3n2CCN2CCOCC2)c1	-2	5	i	-5	1	-4	-5	-1	10	8
42	Cc1ccc(C(=O)NN(CCC#N)C2=NS(=O)(=O)c3ccccc32)cc1	0	10	i	-54*	2	-3	-62	-3	-13	5
43	c1ccc(-n2cccc2CNC2CCCCC2)cc1	4	8	i	-4	-1	4	8	4	-39	-22
44	O=[N+]([O-])c1ccc(-c2nc(Nc3ccc(O)cc3)c3ccccc3n2)cc1	5	1	i	-8	1	-5	-8	1	9	-9
45	Cc1c(N2C(=O)CS/C2=N\N=C\c2ccc(Cl)cc2)c(=O)n(-c2ccccc2)n1C	6	17	nt	3	0	3	5	-2	8	18
46	CCOC(=O)N1CCN(C(=O)c2c(-c3ccccc3)noc2C)CC1	0	20	i	6	2	0	17	2	-18	9
47	COc1ccccc1N(C)S(=O)(=O)c1ccc(C(=O)OCC(=O)N(C)c2ccccc2)cc1	-5	-4	i	-7	1	2	-19	-2	3	-3
48	O=C(/C=C/N1CCOCC1)c1coc2ccccc12	-4	6	i	-7	2	0	2	-3	-23	-104
49	O=C(Cn1cnc2c(cnn2-c2ccccc2)c1=O)N1CCOCC1	-2	nt	nt	nt	nt	-2	nt	-1	-15	nt
50	COC(=O)c1sccc1NC(=O)C1C2C=CC(O2)C1C(=O)O (stereo unspecified)	-2	10	i	-5	0	0	3	1	-18	-33

Other structures follow:
#	canonical_smiles	IEC-6 cytotox	AI-2 QS modul	PolyA inhibitor	HSF1 inh	GSK3B inh	HSP90 refold inh	HSF-1 act	GSK3A inh	KLF5 inhibitor	aSyn 5UTR inh
51	CCCN(CCC)Cc1c(C(=O)N/N=C/c2ccsc2)nnn1-c1nonc1N	-1	12	i	1	-33	1	-4	46	16	-7
52	CC(=O)c1cccc(OCc2cc(C(=O)N(C)CCc3ccccn3)no2)c1	-1	1	i	1	-3	-1	0	0	-27	-47
53	O=C(NCCN1CCN(C(=O)c2cc3ccccc3oc2=O)CC1)c1cc2ccccc2oc1=O	-7	9	i	-2	1	4	6	-1	-23	-5
54	C/C(=N\NC(N)=O)c1c(F)cccc1F	4	10	i	-1	3	-1	-9	6	3	-8
55	Cc1nn(C)c(Cl)c1CN1CCCC(C(=O)Nc2cccc(-n3cccn3)c2)C1 (stereo unspecified)	-1	19	i	-9	-1	4	-1	2	-4	14
56	Clc1ccc(N2CCN(c3ncnc4c3oc3ccccc34)CC2)cc1	nt	24	i	12	-3	nt	17	-2	nt	-14
57	O=C(CSc1nn(-c2ccc(F)cc2)c(=S)s1)NC(=O)NCc1ccco1	-2	3	i	-4	3	2	2	-1	3	8
58	Cc1ccc(Cl)cc1N1CCN(C(=O)c2cc3c(=O)[nH]c4ccccc4c3n2C)CC1	1	18	i	18	2	1	29	1	4	13
59	Cc1ccc(S(=O)(=O)c2nnn3c2nc(NCCCN2CCCC2=O)c2ccccc23)cc1C	2	26	i	3	3	-5	8	-2	-15	0
60	CC(=O)Nc1cc(Br)ccc1O	-4	2	i	26	-1	1	43	1	-17	-44
61	CCOc1ccc2[nH]c3c(N4CCN(C(=O)c5ccco5)CC4)ncnc3c2c1	1	-3	i	-3	1	-1	17	-2	8	0
62	CCOC(=O)N1CCN(S(=O)(=O)N(C)C)CC1	3	22	i	-3	-5	3	10	-3	-6	-10
63	COc1ccc(CNC(=S)N/N=C/c2ccncc2)cc1	-2	40	i	4	4	5	11	-2	-74	8
64	O=c1c(Cl)c(Cl)cnn1Cc1ccccc1Cl	9	17	i	24	1	-1	49	-1	-3	16

These rows are one share of the data; the hit share may differ from the screen's.
